OPRM1-OPRD1 inv: inverse agonists of MOR-DOR heterodimerization, primary screen, cell-based, luminescence; cell-based MOR-DOR heterodimer luminescence, inverse agonism; inhibition, % at 9.3 µM; AID 504357, 2011; 340,000 tested, 0.21% active; Mu-type opioid receptor (Homo sapiens) + Delta-type opioid receptor (Homo sapiens), …; in the data active = inhibition above about 22%, passing the limit was not always enough;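 note: 0% = cells with DMSO and 100% = wells without cells with DMSO; values of inactives mirror those of a sister screen read the other way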
Target sequence (P35372 whole entry, looked up): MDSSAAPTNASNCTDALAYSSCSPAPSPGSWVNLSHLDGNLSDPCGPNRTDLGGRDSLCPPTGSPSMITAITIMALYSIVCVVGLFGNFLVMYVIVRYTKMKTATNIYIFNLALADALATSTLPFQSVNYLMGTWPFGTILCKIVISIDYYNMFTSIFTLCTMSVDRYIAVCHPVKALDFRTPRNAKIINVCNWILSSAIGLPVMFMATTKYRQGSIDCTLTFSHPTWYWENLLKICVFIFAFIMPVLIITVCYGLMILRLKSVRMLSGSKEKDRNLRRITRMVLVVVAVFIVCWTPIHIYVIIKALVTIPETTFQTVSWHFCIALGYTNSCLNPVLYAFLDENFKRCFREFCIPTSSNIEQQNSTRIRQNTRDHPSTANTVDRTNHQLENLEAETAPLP
Target sequence (P41143 whole entry, looked up): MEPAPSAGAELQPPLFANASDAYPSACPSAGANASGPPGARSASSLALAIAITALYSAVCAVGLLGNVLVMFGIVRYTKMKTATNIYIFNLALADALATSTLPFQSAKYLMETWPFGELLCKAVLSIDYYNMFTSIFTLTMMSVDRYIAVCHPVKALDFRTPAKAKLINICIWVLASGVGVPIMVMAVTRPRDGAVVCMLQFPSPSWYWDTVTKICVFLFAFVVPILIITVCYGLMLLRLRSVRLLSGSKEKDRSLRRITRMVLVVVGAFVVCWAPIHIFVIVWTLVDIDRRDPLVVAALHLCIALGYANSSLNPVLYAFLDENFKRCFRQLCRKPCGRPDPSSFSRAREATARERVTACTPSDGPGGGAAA
Tat export inh: E. coli Tat export inhibitors, primary screen, MC4100, TorA-mCherry reporter, fluorescence, single point. inhibition, % at 10 µM. 340,000 tested, 0.036% active;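 active = mean replicate inhibition at least 50% and at least half of replicates individually reaching 50%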;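 note: exported cargo escapes ClpAP degradation while cytoplasmic cargo is degraded and loses fluorescence; 0% = median of neutral control wells and 100% = median of NaSCN control wells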
Pemphigus Ab inh: inhibitors of pemphigus antibody binding to DSG3, primary screen, biochemical, bead-based, flow cytometry, scFv-GFP. Desmoglein-3 (Homo sapiens), P32926. 310,000 tested, 0.48% active. binding (percent of control), % at 10 µM. DSG3-coupled beads, scFv-anti-DSG3-GFP binding; hits give low values. AID 588358, 2011;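 active = binding more than 3 SD below its plate's average and above zero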;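 note: hits lower antibody fragment binding to DSG3; some compounds called inactive have numbers as strong as hits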
Arrestin-AP2 inh: inhibitors of beta-arrestin/AP2 binding, primary screen, biochemical, GPCR trafficking, flow cytometry; beta-arrestin 1 C-terminal peptide binding to AP2 beta2-adaptin appendage (human); FITC-arrestin peptide / GST-AP2 beads; AP2 beta2 appendage carries R879A mutation; inhibition, % at 10 µM; 340,000 tested, 0.31% active; AID 504490, 2011;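 active = inhibition above a set limit, near 3 SD of compounds lacking own fluorescence, cut at about 54% in these data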;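 note: plate controls were DMSO wells for no effect and 5 µM unlabelled arrestin peptide for full effect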
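Material – GST-tagged AP2 beta2-adaptin appendage (R879A) on 4 µm glutathione beads · Probe or stimulus – fluorescein-tagged arrestin peptide at 50 nM final · Timing – 12 min plus 1 h, RT · Detection – bead flow cytometry, FITC channel · Read-out basis – inhibition as reduced fluorescein signal on beads, percent · Medium – PBS plus Tween 20 (0.05%) and BSA (0.1%)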
AddAB inh: growth inhibition of E. coli expressing H. pylori AddAB, primary screen, AddAB inhibitor project, absorbance; inhibition, % at 11.9 µM; 330,000 tested, 0.29% active; AID 435030, 2010; in the data active = inhibition above about 12%;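 note: 0% = vehicle wells of infected cells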
Mot1-301 SUMO: yeast Mot1-301 growth rescue at high temperature, primary screen, SUMOylation pathway inhibitor project, S. cerevisiae, ATP luminescence, 38.5C; growth rescue, % at 18.8 µM; S. cerevisiae Mot1-301 growth rescue; percent above DMSO median, 100 means doubled; 320,000 tested, 1% active;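 active = every valid replicate shows activation above 250% relative to neutral control wells; inactive = the rest, any valid replicate at or below 250%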;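 note: OY570 slx delta 5 strain wells were the positive control but not used for scaling; some compounds called inactive have numbers as strong as hits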
E coli growth: E. coli V3065 growth inhibition, primary screen, counter-screen for AddAB inhibitor project, absorbance, OD600. 18 h. 330,000 tested, 0.27% active. AID 449728, 2010. inhibition, % at 11.9 µM;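 active = inhibition above the campaign's mean inhibition across all tested compounds plus 3 SD, cut at about 9.9% in these data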;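 note: uninfected addAB+ strain grown without phage in ampicillin broth; 0% = DMSO wells and 100% = ciprofloxacin 0.95 µg/ml wells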
phage Ecoli inh: growth loss of phage-infected E. coli, primary screen, RecBCD inhibitor project, absorbance, with phage, HTS | inhibition, % at 11.9 µM | 360,000 tested, 0.26% active; in the data active = inhibition above about 11%
PfHsp90 set2: growth inhibition of PfHsp90-expressing yeast, primary screen, antimalarial PfHsp90 inhibitor project, S. cerevisiae, BacTiter-Glo luminescence, single point, set 2; BacTiter-Glo ATP, 48 h; yeast lacking PDR1 and PDR3 efflux regulators; inhibition, % at 9.4 µM; AID 504621, 2011; 310,000 tested, 0.32% active;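 active = every replicate shows inhibition above about 80%, whatever the replicate mean, limit read from the data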;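 note: 0% = DMSO neutral controls and 100% = 20 µM radicicol positive controls; yeast relying on Plasmodium falciparum Hsp90 in place of its own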
MOR-DOR ag: agonists of OPRM1-OPRD1 heterodimerization, primary screen, cell-based, luminescence; Mu-type opioid receptor (Homo sapiens) + Delta-type opioid receptor (Homo sapiens), …; cells; activation, % at 9.3 µM; 340,000 tested, 0.3% active; in the data active = activation above about 18%;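 note: 0% = vehicle-treated cells and 100% = reference agonist; values of inactives mirror those of a sister screen read the other way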
PKA-R1A act: activators of PKA-R1A holoenzyme, primary screen, biochemical, fluorescence polarization, Cy5-IP20, bovine R1A, mouse PKAc. cAMP-dependent protein kinase type I-alpha regulatory subunit (Bos taurus) + …. PKA-R1A dissociation; scaled: DMSO 0%, 113 µM cGMP 100%. activation, % at 11.4 µM. 340,000 tested, 0.083% active. AID 504707, 2011;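 active = percent activation above the mean of all tested compounds plus 3 SD, cut at about 19% in these data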;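 note: higher means more PKAc released from R1A so a rise in polarization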
Starred values were filed as active, the others as inactive; / = not tested or not shown.

SMILES	OPRM1-OPRD1 inv	Tat export inh	Pemphigus Ab inh	Arrestin-AP2 inh	AddAB inh	Mot1-301 SUMO	E coli growth	phage Ecoli inh	PfHsp90 set2	MOR-DOR ag	PKA-R1A act
CCOc1ccc(C(=O)N[C@H](C(=O)Nc2ccc(OC)c(S(=O)(=O)N3CCOCC3)c2)C(C)C)cc1	15	26	106	-29	2.4	13	-1.2	2.7	19	-3.2	5
COc1ccccc1OCCNC(=O)C(=O)c1c[nH]c2ccccc12	18	1	92	-3	1.0	-2	2.8	0.8	-6	-3.5	-11
COC(=O)CSc1nc2ccc(NC(C)=O)cc2s1	9	19	105	-5	3.2	4	2.1	-1.4	2	-1.5	-6
CCCc1nc(SCc2ccc(OCC)cc2)n[nH]1	11	-7	100	-8	-2.1	-6	-2.7	3.8	-5	-2.4	1
COC(=O)c1ccc(NC(=O)CCS(=O)(=O)c2ccc(Br)s2)cc1	-2	4	87	1	0.0	-3	0.1	3.1	/	0.3	-7
COc1ccc(-c2cc(C(=O)NC(Cc3cc4ccccc4[nH]3)C(=O)O)c(C)o2)cc1OC (stereo not drawn)	4	-2	85	44	0.0	6	-0.9	1.1	14	-0.8	0
CNC(=O)NC(=O)CSc1ccc(S(=O)(=O)N2CCOCC2)cn1	2	14	110	-12	3.9	0	0.9	0.9	2	-0.4	1
Cc1cccc(C(C)C)c1NC(=O)COC(=O)Cc1ccsc1	2	-2	104	4	0.2	6	0.0	-0.7	-13	-0.4	-9
CC(Oc1ccccc1Cl)C(=O)Nc1ccc(S(=O)(=O)Nc2nccs2)cc1 (stereo not drawn)	13	3	97	24	1.6	-5	1.4	3.7	2	-2.4	-7
CCOC(=O)c1c(NC(=O)C(C)OC(=O)C2=COCCO2)sc2c1CCCC2 (stereo not drawn)	-10	8	/	-2	1.1	/	-0.6	/	-33	2.6	5
COC(=O)c1ccc(CSc2nnc(SCc3ccc(C(=O)OC)o3)s2)o1	5	-4	120	-5	0.2	25	-1.4	0.1	10	-0.9	-1
CC(=O)Nc1nonc1NC(=O)CSc1ncn[nH]1	2	0	95	10	-0.3	1	1.7	1.4	13	-0.4	-3
CC(NC(=O)Cn1cc([N+](=O)[O-])cn1)c1ccc(C(C)(C)C)cc1 (stereo not drawn)	-4	0	108	-10	0.7	-9	0.6	2.2	2	0.9	1
Cc1ccc(S(=O)(=O)N2CCC(C(=O)NCCc3ccccc3)CC2)cc1	28	-11	100	4	0.7	-4	-0.4	3.0	3	-5.4	-1
COc1cccc(NS(=O)(=O)c2cc3c(cc2C)N(C)CCO3)c1	0	1	100	-7	-0.8	13	-2.2	3.0	-5	0.1	3
CCOC(=O)C1=C(C(=O)OCC)c2ccc(OC)c(OC)c2C1	5	-4	91	-4	/	/	/	6.4	-7	-1.0	-6
COc1ccc(NC(=O)COc2cccc3c2OC(C)(C)C3)cc1OC	1	2	/	27	2.1	-11	1.6	3.5	-23	-0.2	4
CC(C)CCNC(=O)C(c1ccco1)N(CCCO)C(=O)Cn1nnc(-c2ccc(F)cc2)n1 (stereo not drawn)	6	-9	116	1	-0.9	-2	-0.2	2.2	/	-1.1	-5
CCc1ccccc1N1CC(C(=O)Nc2nccs2)CC1=O (stereo not drawn)	0	2	132	-6	3.0	163	1.4	-0.1	25	0.0	9
CCCC(=O)Nc1ccc(NC(=O)c2ccccc2Cl)nc1	16	-5	99	0	-1.3	-14	0.6	2.2	14	-3.0	7
COc1ccc(C2/C(=C(\O)c3ccc4c(c3)OCCO4)C(=O)C(=O)N2CCCN(C)C)c(OC)c1 (stereo not drawn)	9	-6	64	23	0.4	-14	1.2	0.8	-1	-1.5	-2
O=C(CCCCO)CCCCCCCC[C@H]1N[C@H](CO)[C@H](O)[C@@H]1O[C@@H]1O[C@H](CO)[C@@H](O)[C@H](O)[C@H]1O	9	-7	98	17	5.2	-10	-1.4	2.0	29	-1.7	3
Cc1ccc(NC(=O)CN(C)C(=O)COC(=O)c2nc3nccc(C)n3n2)cc1	6	-2	102	47	0.1	-13	-1.9	7.7	25	-1.4	-1
Cc1sc2nc(CSc3nnnn3-c3ccc(Cl)cc3)[nH]c(=O)c2c1C	-22	-8	100	2	-3.9	4	-2.6	1.7	-26	3.6	8
O=C(COc1ccccc1C(=O)c1cnn(-c2ccccc2)c1)Nc1ccc2ccccc2c1	10	15	108	2	2.9	30	-1.0	2.7	8	-2.0	-15
Cc1ccc(C2NC(=S)NC3=C2C(=O)CCC3)cc1 (stereo not drawn)	10	3	100	0	1.2	111	4.1	0.3	-18	-2.1	-5
COc1ccc(CC(=O)OC(C)CN2CCOCC2)cc1 (stereo not drawn)	4	8	74	0	0.7	-2	-2.6	6.0	9	-0.8	-9
COc1ccc(C2/C(=C(/O)c3ccccc3)C(=O)C(=O)N2c2ccccn2)c(OC)c1 (stereo not drawn)	7	4	97	0	0.9	-1	0.2	-1.2	-19	-1.3	5
COc1ccccc1N1CC(C(=O)Nc2nnc(SC)s2)CC1=O (stereo not drawn)	12	0	/	25	-0.4	-1	-1.8	2.0	-1	-2.2	-3
O=C(NCc1ccccn1)C1CCN(S(=O)(=O)c2cccs2)CC1	10	-14	105	2	7.9	11	4.9	5.7	-9	-1.8	0
O=C(CN1C(=O)/C(=C\c2ccccc2Cl)Sc2ccccc21)NCCCN1CCOCC1	5	-11	/	0	2.8	13	-5.7	3.8	8	-1.0	-3
Cc1ccc(C2CC(=O)N3CN(Cc4ccco4)CSC3=C2C#N)cc1 (stereo not drawn)	1	-5	100	10	0.8	6	-3.4	1.4	16	-0.1	8
Cc1nc2ccccc2c2oc(C(=O)NCc3ccc4c(c3)OCO4)cc12	3	3	106	-4	0.7	-7	0.1	1.5	-3	-0.5	-6
Cc1ccc(NC(=O)CCC(=O)NNC(=O)c2ccccc2Cl)c(C)c1	0	3	112	21	1.5	37	-0.9	-0.5	/	0.0	9
Cc1cc(Cl)ccc1OCCCC(N)=O	11	1	/	5	1.5	-21	-0.4	0.6	-29	-1.7	8
CCN(c1cccc(C)c1)S(=O)(=O)c1cc2c3c(c1)CCC(=O)N3CCC2	17	-1	110	20	4.7	8	1.5	1.9	/	-3.3	-8
COCCNC(=O)c1cc2c(-c3ccccc3F)nn(C)c2s1	5	8	102	-1	1.0	16	2.8	1.9	-27	-0.7	13
Cc1ccccc1CCNC(=O)Cn1ccc2cc(S(=O)(=O)N3CCCC3)ccc21	-3	-7	/	29	0.9	-7	0.2	2.7	4	0.6	5
COc1ccccc1C(=O)n1nc(-c2ccc(Cl)cc2)nc1N	-37	18	108	1	4.7	-13	0.5	5.4	-37	8.1	-9
COc1cccc(NC(=O)[C@H](CC(C)C)NC(=O)N2CCn3c2nc2ccccc23)c1	/	6	99	1	1.0	2	-2.2	-2.7	6	/	-7
Cc1cc(OC(C)C(=O)Nc2ccccc2C(=O)N2CCCC2)ccc1Cl (stereo not drawn)	5	2	119	13	2.0	18	0.1	0.3	-35	-0.8	-3
CCOC(=O)C(=O)NNc1ccc(Cl)cc1	19	2	86	-4	0.8	201	2.4	4.4	6	-2.9	-14
Cc1c(N2C(=O)/C(=C\C3CC=CCC3)SC2=S)c(=O)n(-c2ccccc2)n1C (stereo not drawn)	4	1	117	-6	-0.9	110	-1.5	-1.9	/	-0.9	-4
N#CC1(c2ccccc2)CCCN1C(=O)c1ccccc1Cl (stereo not drawn)	11	6	/	-2	1.8	-18	-1.7	3.7	1	-2.8	-1
Cc1cccc(OCCCC(=O)N2CCCCCC2)c1C	-9	6	108	-7	/	-17	/	2.6	-59	2.0	0
CC(On1c(-c2ccccc2)nc2ccc(Cl)cc21)C(=O)O (stereo not drawn)	-42	-1	96	5	2.0	0	1.8	3.6	6	5.8	12
CC[C@H](C)[C@H](NC(=O)c1ccc(Cl)cc1)C(=O)OCC(=O)c1c(N)n(C)c(=O)n(C)c1=O	2	2	91	-2	0.4	-5	-1.3	-0.7	/	-0.5	5
CC(=O)n1cc([C@@H]2C=C(C(=O)NCc3ccccc3)O[C@H](OCc3ccc(CO)cc3)C2)c2ccccc21	4	-3	108	7	5.0	1	3.1	1.8	-4	-0.6	4
CC(NC(=O)COC(=O)c1ccccc1Nc1ccccc1)c1ccccc1 (stereo not drawn)	-24	-21	103	-2	1.4	12	-1.0	2.4	-21	4.5	-8
O=C(Nc1cccc(-c2nc3ccccc3[nH]2)c1)c1ccccn1	5	31	134	-5	2.8	10	0.4	1.8	15	-1.0	-10
CCC(C)NCCCCOc1ccc(C)cc1[N+](=O)[O-] (stereo not drawn)	10	-3	114	-4	1.7	-4	0.0	0.1	0	-1.9	6
Cc1ccc(S(=O)(=O)NCc2cn3ccsc3n2)c(C)c1	12	9	108	12	-1.9	26	1.7	1.9	1	-2.5	-3
Cc1ccc(NC(=O)N(CCC(=O)O)Cc2ccccc2)cc1	16	-5	99	7	0.4	3	-1.1	1.6	2	-3.1	-3
COc1cc2c(c(OC)c1OC)C(=O)CC2	7	-6	104	11	-0.1	4	-1.6	1.5	3	-1.3	-2
CC(=O)Oc1ccc(OC(C)=O)c(SCCCCCN2CCOCC2)c1	29*	-3	101	6	0.0	40	-1.1	1.2	1	-5.5	7
C=CCOc1ccc(/C(O)=C2/C(=O)C(=O)N(CCN3CCOCC3)C2c2ccc(C)cc2)cc1 (stereo not drawn)	18	0	/	1	0.8	124	-1.1	0.8	/	-3.0	4
Cc1ccc(NC(=O)c2ccc(S(=O)(=O)NCc3ccco3)cc2)nc1	13	3	103	-1	0.0	-1	1.5	5.8	/	-2.1	-10

Rows are unselected; 2.8% or so of the library scored in one or more.
